# Bim-Bcl-B: human Bim-Bcl-B interaction inhibition; Q9HD36; bead-based flow cytometry, Bim peptide-Bcl-B binding; inhibition, % at 10 µM; 190,000 compounds, 0.073% hits; AID 951;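 note: 0% = tracer peptide without compound and 100% = reference inhibitor peptide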
# Bfl-1 Bim block: disrupts Bim binding to human Bfl-1; Q16548; Bead-based flow cytometry, Bim-Bfl-1 binding inhibition; 190,000 compounds, 0.12% hits; inhibition, % at 10 µM; AID 1008;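 note: 0% = wells without compound plus tracer and 100% = blocker peptide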
# RGS8-Gao: regulators of human RGS8-Galphao interaction; P09471; multiplexed bead flow cytometry, RGS8-Galphao binding; actives lie on both sides; response (percent of control binding), % at 10 µM; 220,000 compounds, 0.34% hits; AID 1423; in the data active = response below about 60% or above about 140%; inactive = in between;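 note: Galphao activated as the GDP aluminium fluoride complex binding bead-coupled RGS8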
# Target sequence (P09471 whole entry, looked up): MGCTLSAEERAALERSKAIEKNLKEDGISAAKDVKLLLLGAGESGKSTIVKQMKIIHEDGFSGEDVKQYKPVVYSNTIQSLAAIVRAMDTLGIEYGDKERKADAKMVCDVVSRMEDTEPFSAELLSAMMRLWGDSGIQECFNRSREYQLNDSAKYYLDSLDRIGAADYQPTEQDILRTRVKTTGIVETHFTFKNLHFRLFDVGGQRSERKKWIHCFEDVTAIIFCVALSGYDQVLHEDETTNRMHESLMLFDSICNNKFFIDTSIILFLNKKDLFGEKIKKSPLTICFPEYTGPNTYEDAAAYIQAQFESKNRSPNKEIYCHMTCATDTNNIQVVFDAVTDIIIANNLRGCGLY
# Mcl1 Bid PPI: Mcl-1/Bid interaction inhibition; inhibition, % at 21.7 µM; 220,000 compounds, 0.97% hits; TR-FRET Mcl-1/Bid-Dy647 peptide binding, 1536-well;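 active = compounds that cut the binding signal by more than half at the single screening dose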;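 note: His-tagged Mcl-1 with europium anti-His antibody binding Bid BH3 peptide; 0% = Mcl-1 plus peptide wells and 100% = peptide-only wells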
# Target sequence (Q07820 whole entry, looked up): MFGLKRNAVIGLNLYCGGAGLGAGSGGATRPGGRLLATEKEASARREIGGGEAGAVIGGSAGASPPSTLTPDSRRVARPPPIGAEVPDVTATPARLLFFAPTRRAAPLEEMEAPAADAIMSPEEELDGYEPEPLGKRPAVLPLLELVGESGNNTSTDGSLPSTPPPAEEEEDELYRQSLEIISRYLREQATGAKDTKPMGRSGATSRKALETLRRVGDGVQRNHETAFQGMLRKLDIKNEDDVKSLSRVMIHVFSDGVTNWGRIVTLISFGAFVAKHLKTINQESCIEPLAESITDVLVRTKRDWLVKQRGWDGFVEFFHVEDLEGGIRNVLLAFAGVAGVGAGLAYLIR
# RGS4-Gao reg: modulates binding of RGS4 to human Galphao; binding response (% of control), % at 10 µM; Multiplexed bead flow cytometry; actives lie on both sides; P09471; 220,000 compounds, 0.33% hits; in the data active = binding response below about 49% or above about 150%; inactive = in between;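 note: fluorescent Galphao activated with aluminum fluoride binding bead-coupled RGS4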
# Bim-Bcl-XL: human Bim-Bcl-XL interaction inhibition; AID 1007; 190,000 compounds, 0.04% hits; inhibition, % at 10 µM; Bim peptide-Bcl-XL binding, bead flow cytometry, fluorescence
# Target sequence (Q07817 whole entry, looked up): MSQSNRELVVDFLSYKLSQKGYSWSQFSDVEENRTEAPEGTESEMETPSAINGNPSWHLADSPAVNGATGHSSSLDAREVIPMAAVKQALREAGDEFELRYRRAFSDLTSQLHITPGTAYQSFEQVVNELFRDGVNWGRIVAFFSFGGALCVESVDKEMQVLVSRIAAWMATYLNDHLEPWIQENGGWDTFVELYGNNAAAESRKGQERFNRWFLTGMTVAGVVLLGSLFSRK
# Bim-Bcl-2: inhibitors of Bim-Bcl-2 interaction, human; P10415; Bead-based flow cytometry, Bim peptide-Bcl-2 binding; inhibition, % at 10 µM; 190,000 compounds, 0.06% hits; AID 950; in the data active = inhibition above about 40%; inconclusive = no clear call, values can overlap the other calls;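 note: 0% = no compound wells with probe peptide and 100% = reference peptide inhibitor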
# Bcl-W Bim block: human Bim-Bcl-W interaction inhibition; bead-based flow cytometry, Bim peptide-Bcl-W binding; Q92843; inhibition, % at 10 µM; 190,000 compounds, 0.02% hits;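 note: 0% = bound tracer without compound and 100% = peptide blocker; higher means less fluorescent Bim peptide bound to Bcl-W beads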
# Mcl1 Noxa PPI: disrupts binding of human Mcl-1 to Noxa peptide. AID 1022. Q07820. TR-FRET Mcl-1/Noxa peptide binding, 2 h. 220,000 compounds, 1.5% hits. inhibition, % at 21.7 µM;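 active = compounds that cut the protein-peptide binding signal by more than 50% relative to plate controls in a single-dose test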;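 note: His-tagged Mcl-1 with rhodamine Noxa BH3 peptide and terbium anti-His antibody; 0% = Mcl-1 plus Noxa peptide wells and 100% = peptide-only wells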
# Bim-Mcl-1: disrupts Bim peptide binding to human Mcl-1; Bead-based flow cytometry, Bim peptide-Mcl-1 binding; inhibition, % at 10 µM; 190,000 compounds, 0.1% hits;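 note: 0% = no compound tracer wells and 100% = peptide blocker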
# RGS7-Gao: regulators of human RGS7-Galphao interaction | 220,000 compounds, 0.35% hits | Multiplexed bead flow cytometry, RGS7-Galphao binding; actives lie on both sides | binding response (% of control), % at 10 µM; in the data active = binding response below about 49% or above about 150%; inconclusive = no clear call, values can overlap the other calls; inactive = in between;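 note: fluorescent Galphao held in activated GDP-AlF4 state binding bead-coupled RGS7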
# An asterisk follows results filed as active; ? = inconclusive; . = no result given. Cut-off read from the data, not from the text of the source, unless noted: active = inhibition above about 40%.
SMILES,Bim-Bcl-B,Bfl-1 Bim block,RGS8-Gao,Mcl1 Bid PPI,RGS4-Gao reg,Bim-Bcl-XL,Bim-Bcl-2,Bcl-W Bim block,Mcl1 Noxa PPI,Bim-Mcl-1,RGS7-Gao
Cc1cc2cc(CN(Cc3ccc4c(c3)OCO4)C(=O)c3ccco3)c(=O)[nH]c2cc1C,2.0,8.0,100.8,16.3,95.7,1.0,1.0,0.0,17.1,3.0,99.3
CCCSc1nc2cc(C)c(C)cc2n1CC(O)CO (centres undefined),-4.0,-4.0,99.2,-12.3,101.5,-1.0,-5.0,-1.0,15.6,0.0,?
Cc1ccc(-c2csc(NC(=O)c3ccc(S(=O)(=O)N4CCc5ccccc54)cc3)n2)cc1,-2.0,0.0,101.8,-5.3,108.4,-2.0,-1.0,-2.0,-11.6,0.0,110.5
Cc1ccc(Sc2nc(-c3ccccc3)ccc2C#N)cc1,-1.0,-4.0,99.2,-4.9,101.0,-2.0,0.0,0.0,1.1,-3.0,100.7
O=C(Cc1cnn(-c2ccccc2)c1)c1ccc(O)c(O)c1O,-9.0,-14.0,95.5,-1.0,92.9,-8.0,-7.0,2.0,38.9,-2.0,92.4
C[N+]1(CCCCCCC(=O)/C=N/O)CCCCCC1,-5.0,-4.0,100.1,-32.7,95.9,-4.0,-4.0,-1.0,2.2,0.0,99.2
Nc1ccc2c(c1Cl)C(=O)c1ccc(N)c(Cl)c1C2=O,.,.,102.2,46.2,92.8,.,.,.,86.5*,.,?
Cc1ccccc1/C=N\NC(=O)c1csnn1,0.0,-3.0,99.7,-50.0,101.1,-1.0,-1.0,1.0,14.3,0.0,102.2
Cc1ccccc1NC(=O)C1CC(=O)N(Cc2ccccc2)C1 (centres undefined),-2.0,-4.0,98.3,-29.0,99.6,-1.0,-1.0,0.0,10.2,0.0,?
CCCOc1ccc(C2C(C(=O)OC)=C(C)N=C3SCCC(=O)N32)cc1OCC (centres undefined),-13.0,-26.0,99.7,-21.0,99.1,-16.0,-19.0,-7.0,6.1,-9.0,97.4
O=C(COc1ccccc1Br)NC1CCCC1,0.0,4.0,103.7,-10.2,100.5,-4.0,0.0,-2.0,7.3,-5.0,102.7
COc1ccccc1N(C)S(=O)(=O)c1ccc(C(=O)Nc2ccc3nc(C)sc3c2)cc1,-8.0,0.0,101.8,-32.2,103.6,-4.0,-3.0,-3.0,-30.2,-3.0,105.9
Cc1ccc(C(=O)N/N=C/c2cn(Cc3ccccc3)c3ccccc23)cn1,.,.,98.1,-43.8,100.3,.,.,.,-14.4,.,?
CCN(CC)C(=O)c1cc(-c2ccc(Br)cc2)on1,-9.0,-17.0,100.2,-10.4,102.8,-10.0,-4.0,-2.0,-12.5,-3.0,102.7
Cc1ccc(NC(=O)CCc2nc3ccccc3s2)c(O)c1,-1.0,0.0,100.5,-6.3,104.8,-3.0,4.0,-1.0,-0.8,2.0,126.0
Cc1ccc(-n2c(C)cc(-c3csc(N)n3)c2C)cc1,-10.0,1.0,102.8,-27.4,107.3,-7.0,4.0,-6.0,29.0,-6.0,107.6
Cc1ccc(OCc2nnc(SC3CCc4ccccc4C3=O)n2C)cc1 (centres undefined),-10.0,8.0,100.3,-36.3,101.5,-6.0,1.0,-2.0,5.3,-4.0,97.8
Cc1ccc(C2N=C(N)Nc3nc4ccccc4n32)cc1 (centres undefined),-8.0,-6.0,102.6,-13.5,97.2,-3.0,-7.0,-3.0,0.8,-1.0,99.8
CCOC(=O)CNC(=O)CSc1nc2cccnc2n1C1CCCCC1,-5.0,-3.0,94.7,-58.3,97.1,7.0,-2.0,1.0,-3.9,3.0,98.0
COc1ccc(CCn2c(N)cc(=O)[nH]c2=S)cc1OC,-10.0,-12.0,103.7,-73.3,107.9,0.0,-9.0,1.0,0.8,0.0,103.1
Cc1ccc(C(=O)OCC(=O)Nc2ccccc2Cl)c(O)c1,.,.,103.2,-7.0,100.5,.,.,.,-48.7,.,?
COc1ccccc1CC(=O)O/N=C(\N)c1cccc([N+](=O)[O-])c1,0.0,-4.0,100.3,5.3,92.8,-1.0,-2.0,-4.0,0.1,-2.0,90.0
CC(=O)/C=N/Nc1ccccc1,-2.0,-8.0,101.7,-13.8,103.9,-1.0,0.0,3.0,25.9,0.0,103.7
O=S(=O)(NC1CCCC1)c1ccc(S(=O)(=O)N(Cc2cccs2)CC2CCCO2)cc1 (centres undefined),-3.0,0.0,97.3,8.8,95.8,0.0,2.0,-2.0,-4.5,-1.0,98.5

# The list goes on, starting with the last 2 of the part before.
SMILES,Bim-Bcl-B,Bfl-1 Bim block,RGS8-Gao,Mcl1 Bid PPI,RGS4-Gao reg,Bim-Bcl-XL,Bim-Bcl-2,Bcl-W Bim block,Mcl1 Noxa PPI,Bim-Mcl-1,RGS7-Gao
CC(=O)/C=N/Nc1ccccc1,-2.0,-8.0,101.7,-13.8,103.9,-1.0,0.0,3.0,25.9,0.0,103.7
O=S(=O)(NC1CCCC1)c1ccc(S(=O)(=O)N(Cc2cccs2)CC2CCCO2)cc1 (centres undefined),-3.0,0.0,97.3,8.8,95.8,0.0,2.0,-2.0,-4.5,-1.0,98.5
COc1cc(C(CCN2CCCC2)c2c(OC)cc(OC)c3ccc(=O)oc23)cc(OC)c1OC (centres undefined),.,.,98.8,-39.1,96.6,.,.,.,6.4,.,?
Cc1c(Cl)cccc1NC(=S)NCc1ccccc1Cl,-1.0,-1.0,105.6,-20.1,105.4,0.0,-1.0,-1.0,0.2,-1.0,104.3
Cc1cc(NC(=O)c2ccccc2)n(-c2ccccc2)n1,-3.0,-7.0,102.7,-28.8,96.7,0.0,4.0,1.0,7.5,0.0,98.6
CCOC(=O)C1=C(O)/C(=C\c2ccc(O)c(OCC)c2)N=C1C,.,.,104.3,-96.9,109.7,.,.,.,24.5,.,?
CCNC(=S)N(CCc1c(C)[nH]c2ccc(C)cc12)Cc1cccs1,-4.0,0.0,99.2,-52.2,104.3,-2.0,-2.0,-3.0,-7.3,-1.0,100.8
Cc1cccc(C)c1NC(=O)c1ccc(-c2ccc(Cl)cc2Cl)o1,-7.0,-14.0,101.3,7.4,99.7,-4.0,-10.0,-3.0,-2.1,-4.0,100.7
COC(=O)c1ccc(C23CC4(C2)[C@H](CN(Cc2ccc(-c5ccccc5)cc2)[C@@H]4c2ccccc2)C3c2ccccc2)cc1 (some centres undefined),.,.,98.4,-32.1,96.5,.,.,.,1.1,.,?
Cc1csc2c(=O)n3c(nc12)CCCCC3,-2.0,0.0,101.9,-10.5,103.6,-1.0,0.0,-2.0,-11.8,0.0,103.7
ON1C(c2ccc(Cl)cc2Cl)N(O)[C@H]2CCCC[C@H]21 (some centres undefined),0.0,-2.0,93.6,-1.5,80.2,-2.0,-4.0,-4.0,1.7,-6.0,91.1
Oc1ccccc1-c1nnc(COc2ccccc2)o1,1.0,1.0,87.4,-8.9,83.8,1.0,2.0,-2.0,33.9,2.0,103.5
CSc1cccc(NC(=O)OC2CCCCCCCCCCC2)c1,.,.,101.1,-16.3,96.1,.,.,.,1.2,.,?
CCC1CC2(C)NC(=O)c3c(sc4c3CC(C)(C)OC4)N2C1=O (centres undefined),-6.0,7.0,95.3,1.1,101.7,-2.0,4.0,0.0,-21.5,-1.0,116.5
CCCCN(C)C(=O)c1nc2ccccn2c1CN1CCC[C@H]1C(=O)OC,-3.0,-2.0,100.2,-34.0,104.2,-3.0,-2.0,-3.0,7.8,4.0,96.4
C=CCNc1nnnc2c1sc1nc(N3CCOCC3)c3c(c12)CCCC3,.,.,96.8,-9.1,94.8,.,.,.,20.3,.,?
Cc1ccccc1N(C)C(=O)c1coc(=O)c2ccccc12,-4.0,-5.0,103.5,5.5,105.6,-2.0,-2.0,3.0,10.1,-1.0,106.0
O=C(NN1CCOCC1)c1ccc(Cl)cc1,-2.0,2.0,99.9,-7.8,106.2,-4.0,0.0,-3.0,-3.4,-2.0,109.1
COc1ccc(N2CCN(C(=O)Nc3ccccc3C)CC2)cc1,4.0,6.0,100.7,-3.0,99.2,-2.0,0.0,0.0,22.9,-4.0,109.2
Cn1cc(/C=N/NC(N)=S)c2ccccc21,.,.,98.6,-131.1,97.4,.,.,.,-10.1,.,?
O=C(Nc1nnc(CCN2CCOCC2)s1)c1ccccc1,-15.0,4.0,101.2,-25.4,111.4,0.0,-1.0,1.0,13.0,-5.0,141.3
COCC(=O)Nc1cccc(Br)c1,-3.0,-5.0,102.1,-13.9,97.7,-4.0,-5.0,-4.0,-15.0,-6.0,104.5
O=C(CSc1nnc(C2CC2)n1Cc1ccccc1)NCc1ccccc1,-4.0,-4.0,101.7,-10.7,101.9,-5.0,-5.0,-2.0,-7.0,-3.0,100.8
O=c1cc(N2CCCCC2)c(-c2ccccc2)nn1Cc1ccc(F)cc1,0.0,-6.0,100.1,2.5,99.2,-2.0,-1.0,-1.0,8.0,0.0,99.0
COc1ccccc1CNC(=O)CN1CCC(n2cnc3cc(F)ccc32)CC1,-10.0,5.0,108.3,-10.4,104.5,-11.0,-3.0,-7.0,5.9,-9.0,102.2
Cc1nn(C2CCCO2)c(=O)nc1N (centres undefined),-5.0,-7.0,101.8,-19.7,102.0,-5.0,0.0,-1.0,-0.5,-1.0,102.8
CCOC(=O)c1c(O)c2cc(Cl)ccc2n(CC)c1=O,.,.,97.9,6.3,91.6,.,.,.,16.2,.,?
COC(=O)C1=CN(Cc2cccs2)C=C(C(=O)OC)C1c1cccc(O)c1,-3.0,-6.0,98.1,-25.9,105.0,0.0,-1.0,-1.0,10.5,0.0,101.8
COc1cc(NC(=S)NCc2cccnc2)c(OC)cc1Cl,-7.0,-2.0,100.3,-24.3,101.0,-3.0,0.0,-3.0,12.8,-1.0,97.5
CC1CCCC(NC(=O)c2ccc(CNc3c(N4CCCC4)c(=O)c3=O)cc2)C1C (centres undefined),-4.0,-7.0,100.1,-22.6,99.0,-2.0,-2.0,0.0,14.7,1.0,103.0
Cc1c(F)cccc1NC(=O)CSCC(=O)Nc1ccccc1,-7.0,-12.0,105.3,11.9,106.8,1.0,-6.0,4.0,-1.3,0.0,105.0
COc1ccc(C2C(C(C)=O)=C(O)C(=O)N2c2nccs2)cc1OC (centres undefined),-7.0,-4.0,108.7,-41.3,108.3,-5.0,-4.0,-6.0,21.1,10.0,112.7
O=C(O)CC(c1ccc(Cl)cc1)n1cccc1 (centres undefined),0.0,-3.0,97.9,-40.4,98.0,-2.0,-4.0,-3.0,2.1,-3.0,99.7
CCCCOC(=O)Nc1cc(C(=O)OC)ccc1C(=O)OC,0.0,-1.0,101.9,.,99.5,-1.0,0.0,1.0,.,0.0,98.2
O=C(COC(=O)CNC(=O)c1ccco1)NCCN1C(=O)CSC1=O,3.0,5.0,104.2,-33.6,99.6,0.0,3.0,0.0,10.1,2.0,98.3
O=C1c2ccccc2C(Nc2ccc(F)c(Cl)c2)N1Cc1ccco1 (centres undefined),-7.0,-4.0,98.8,14.3,98.0,-4.0,-4.0,1.0,6.4,-1.0,97.7

# High-throughput results as filed in PubChem.
